Bioassay records from PubChem.
KCNH2 3.1 block: qHTS for Inhibitors of KCHN2 3.1: Mutant qHTS. U2OS KCNH2 3.1, thallium flux FluxOr; stronger effect = lower value. 340,000 tested, 0.95% active. Potassium voltage-gated channel subfamily H member 2, brain isoform KCNH2 3.1 (human). activity change, % (tested at about 1.8 µM). AID 720553, 2013;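 active = maximum activity change below -70%; inconclusive = maximum activity change from -70% to -50%; inactive = maximum activity change above -50%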;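 also: thallium influx rate constant from kinetic fluorescence after stimulation buffer; % is scaled to controls: 0 for no effect and ±100 for the full control effect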
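Thallium flux read-out: FluxOr dye with Red40 quencher in HBSS/HEPES, 45 min at RT. Rate constants from kinetic reads were normalized to positive and negative DMSO controls. Cells: U2OS virally expressing the 3.1 isoform.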
Rab9 promoter act: qHTS Assay for Rab9 Promoter Activators; Huh7 Rab9 promoter-luciferase reporter, luminescence, 24 h; Potency, µM (highest dose often 9.22 µM), without a hit: top-dose activation, negative = inhibition, actives largely listed as activators; 320,000 tested, 2.8% active; also: potency is read from the fitted curve at half-maximal effect; % of control where 0% means no effect; nearly all actives have a fitted effect of over 60% in size
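Cells were plated at 1500 per well in reduced-serum medium with 10% FBS and left 2 h. Compound in DMSO was then added for 24 h at 37 °C. Reporter signal was read by luminescence after 10 min with luciferase detection reagent.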
Mito fusion act: qHTS Assay for Small Molecule Inhibitors of Mitochondrial Division or Activators of Mitochondrial Fusion. 320,000 tested, 0.23% active. Potency, µM (highest dose often 46.1 µM), inactives show top-dose growth rescue (activation), usual class: activators. S. cerevisiae fusion-defective mutant growth rescue, CellTiterGlo 48 h. AID 485298, 2010;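 also: potency is read from the fitted curve at half-maximal effect; % of control where 0% means no effect; nearly all actives have a fitted effect of over 45% in size; temperature-sensitive fusion mutants such as fzo1-1 at 37 °C on non-fermentable ethanol glycerol medium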
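Luminescent cell viability in 1536-well qHTS format served as the measure of rescued growth in ts fusion-mutant S. cerevisiae cultured on non-fermentable YPEG for 48 hours at 37C.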
Menin-MLL TR inh: qHTS Assay for Inhibitors Targeting the Menin-MLL Interaction in MLL Related Leukemias: Competition With Texas Red Labeled MLL-derived Mutant Peptide; AID 1768, 2009; Potency, µM (series often up to 61.6 µM), for inactives: top-dose FP activity change, negative = inhibition, hits mostly inhibitors; Menin + Texas Red MLL mutant peptide, fluorescence polarization; O00255; 270,000 tested, 0.23% active; active = well fitted inhibition curve with a large enough effect in the polarisation, with a control signal flat, not every such curve was filed as active; inconclusive = small, poorly fitted or top-dose-only effect, or effect the other way, or a change in a side signal; inactive = no such curve, though single readings can be large or run the other way; the % refers to the polarisation; also: potency is read from the fitted curve at half-maximal effect; % of control where 0% means no effect; many of its hits are not listed in these tables
Target sequence (O00255 whole entry, looked up): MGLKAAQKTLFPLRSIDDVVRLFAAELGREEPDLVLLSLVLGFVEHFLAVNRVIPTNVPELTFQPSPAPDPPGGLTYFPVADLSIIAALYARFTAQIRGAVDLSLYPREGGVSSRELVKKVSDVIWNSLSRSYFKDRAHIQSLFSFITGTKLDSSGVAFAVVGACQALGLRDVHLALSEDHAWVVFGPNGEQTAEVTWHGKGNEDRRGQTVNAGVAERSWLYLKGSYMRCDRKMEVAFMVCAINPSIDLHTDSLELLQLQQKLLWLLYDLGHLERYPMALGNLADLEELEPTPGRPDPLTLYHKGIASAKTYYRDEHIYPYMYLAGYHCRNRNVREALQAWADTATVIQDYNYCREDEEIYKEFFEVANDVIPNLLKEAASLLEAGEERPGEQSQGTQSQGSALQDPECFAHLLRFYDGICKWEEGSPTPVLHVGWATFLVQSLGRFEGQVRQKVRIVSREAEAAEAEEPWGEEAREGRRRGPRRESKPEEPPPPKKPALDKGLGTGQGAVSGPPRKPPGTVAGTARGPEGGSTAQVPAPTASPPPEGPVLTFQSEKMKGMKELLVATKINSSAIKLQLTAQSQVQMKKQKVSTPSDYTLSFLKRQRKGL
ELG1 DNA repair: qHTS screen for small molecules that inhibit ELG1-dependent DNA repair in human embryonic kidney (HEK293T) cells expressing luciferase-tagged ELG1 | HEK293T ELG1-luciferase reporter, luminescence, 16 h; DNA damage induced by 5-fluorouridine | Potency, µM (highest dose often 46.1 µM), without a hit: at the top dose activity change, negative = inhibition, actives largely listed as inhibitors | 330,000 tested, 2.3% active | AID 504467, 2011; also: potency is read from the fitted curve at half-maximal effect; % is scaled to controls: 0 for no effect and ±100 for the full control effect; nearly all actives have a fitted effect of over 55% in size
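DMSO vehicle served as the neutral condition. Each well held 2,000 cells given 5-fluorouridine plus compound; after 16 hr at 37 °C/5% CO2, ONE-Glo was added and luciferase measured 30 min later.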
Gal4-VP16 FLuc: VP16 counterscreen qHTS for inhibitors of ROR gamma transcriptional activity. AID 2546, 2010. 310,000 tested, 3.5% active. Potency, µM (series often up to 53.6 µM), without a hit: at the top dose activity, negative = inhibition, most hits filed as inhibitors. Drosophila S2 Gal4-VP16 UAS-luciferase, luminescence, 20 h;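 also: Gal4-VP16 expression switched on by copper sulfate through the metallothionein promoter; potency is read from the fitted curve at half-maximal effect; % is scaled to controls: 0 for no effect and ±100 for the full control effect; nearly all actives have a fitted effect of over 50% in size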
PKM2 activator: qHTS Assay for Activators of Human Muscle isoform 2 Pyruvate Kinase | Pyruvate kinase PKM (Homo sapiens), P14618 | purified PKM2, Kinase-Glo ATP luminescence, activation; response scale: 0% is enzyme alone, no compound | Potency, µM (series often up to 57.5 µM), without a hit: top-dose activation, actives largely listed as activators | 260,000 tested, 0.34% active; also: potency is read from the fitted curve at half-maximal effect; % is scaled to controls: 0 for no effect and ±100 for the full control effect; nearly all actives have a fitted effect of over 55% in size
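ATP formation by purified human PK-M2, quantified via coupled luciferase luminescence after 1 h at room temperature with 0.1 mM ADP and 0.5 mM PEP final.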
NPC1 prom act: qHTS Assay for NPC1 Promoter Activators; Huh7 NPC1 promoter luciferase reporter, 24 h; Potency, µM (titrated, usually from 9.22 µM), inactives show top-dose activation, actives largely listed as activators; 320,000 tested, 2.4% active; AID 485313, 2010;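 also: potency is read from the fitted curve at half-maximal effect; % of control where 0% means no effect; nearly all actives have a fitted effect of over 60% in size; reporter is driven by a mutant NPC1 promoter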
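Stably transfected Huh7 (NPC1 promoter→luciferase), 1500 cells/well in Opti-MEM + 10% FBS, 2 h settle, then compound 24 h at 37 °C. Luminescence after 10 min with Amplite reagent.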
FLuc counter: qHTS profiling assay for firefly luciferase inhibitor/activator using purifed enzyme and Km concentrations of substrates (counterscreen for miR-21 project); Luciferin 4-monooxygenase (Photinus pyralis), P08659; Potency, µM (highest dose often 57.5 µM), for inactives: at the highest dose activity change, negative = inhibition, actives largely listed as inhibitors; purified FLuc, Km substrates, luminescence inhibition; 360,000 tested, 6.9% active; AID 588342, 2011;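 also: potency is read from the fitted curve at half-maximal effect; plate controls were vehicle for no effect and reference inhibitor for full effect; nearly all actives have a fitted effect of over 55% in size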
Target sequence (P08659 whole entry, looked up): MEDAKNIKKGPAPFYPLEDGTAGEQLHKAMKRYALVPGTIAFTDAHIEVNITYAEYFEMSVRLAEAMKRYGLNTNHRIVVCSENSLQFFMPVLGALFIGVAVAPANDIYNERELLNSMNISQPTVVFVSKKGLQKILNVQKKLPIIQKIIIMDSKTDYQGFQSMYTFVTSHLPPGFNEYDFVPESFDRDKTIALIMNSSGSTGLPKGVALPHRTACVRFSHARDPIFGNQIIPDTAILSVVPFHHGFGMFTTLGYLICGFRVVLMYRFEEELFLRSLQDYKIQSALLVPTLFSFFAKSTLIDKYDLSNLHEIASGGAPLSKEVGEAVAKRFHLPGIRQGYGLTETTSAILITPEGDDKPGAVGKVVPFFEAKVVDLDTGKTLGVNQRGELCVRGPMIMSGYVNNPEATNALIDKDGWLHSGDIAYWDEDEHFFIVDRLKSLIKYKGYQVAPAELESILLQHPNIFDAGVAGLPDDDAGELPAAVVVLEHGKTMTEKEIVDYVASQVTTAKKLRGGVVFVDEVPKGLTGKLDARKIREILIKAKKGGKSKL
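Purified P. pyralis luciferase, 10 nM final, with Km-level 10 uM D-luciferin and 10 uM ATP in 50 mM Tris acetate pH 7.5, 10 mM Mg acetate, 0.01% Tween-20, 0.05% BSA; 6-point qHTS titration about 60 µM downward; luminescence read.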
RORgamma inh: qHTS for inhibitors of ROR gamma transcriptional activity. Nuclear receptor ROR-gamma (Mus musculus), P51450. Drosophila S2 Gal4-RORgamma UAS-luciferase reporter, 20 h. Potency, µM (top dose mostly 53.6 µM), inactives show at the highest dose activity change, negative = inhibition, hits mostly inhibitors. 310,000 tested, 5.4% active. AID 2551, 2010; also: potency is read from the fitted curve at half-maximal effect; % is scaled to controls: 0 for no effect and ±100 for the full control effect; nearly all actives have a fitted effect of over 60% in size
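A Gal4/UAS one-hybrid system in insect cells: metallothionein-promoter Gal4–ROR gamma fusion plus Photinus luciferase reporter. Copper sulfate 700 uM final, 20 hr ambient incubation, luminescent detection after 10 min with reagent.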
MBNL1-CUG inh: qHTS Assay for Inhibitors of MBNL1-poly(CUG) RNA binding; Potency, µM (series often up to 57.5 µM), without a hit: top-dose activity change, negative = inhibition, hits mostly inhibitors; TR-FRET MBNL1-His/biotin-(CUG)12 binding, 665/545 ratio; AID 2675, 2010; 280,000 tested, 0.036% active; Muscleblind-like protein 1 (Homo sapiens), Q9NR56; active = well fitted inhibition curve with a large enough effect in the signal ratio, with a control signal flat, not every such curve was filed as active; inconclusive = small, poorly fitted or top-dose-only effect, or effect the other way, or a change in a side signal; inactive = no such curve, though single readings can be large or run the other way; the % refers to the signal ratio; also: potency is read from the fitted curve at half-maximal effect; % is scaled to controls: 0 for no effect and ±100 for the full control effect
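Compound titration spanned 92 nM–58 uM against the MBNL1-His/biotin-(CUG)12 complex. After 60 min at room temperature with 5 nM streptavidin-XL665 and 0.055 ng/ul terbium anti-His, ratiometric 665/545 nm emission (Ex 340 nm) normalized to controls.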
Active calls of the source: *; ? = inconclusive; . = not tested or not shown; & = joins results of further samples; ! = a repeat was not active; [ ] = another dose, or the depositor's remark. Unless noted, calls follow the shape of the dose curve; as a rule, active = well fitted curve in the direction sought with a large enough effect; inconclusive = small, poorly fitted or top-dose-only effect, or another doubt; inactive = no such curve, though single readings can be large; an effect the other way counts as inactive or inconclusive.

SMILES	KCNH2 3.1 block	Rab9 promoter act	Mito fusion act	Menin-MLL TR inh	ELG1 DNA repair	Gal4-VP16 FLuc	PKM2 activator	NPC1 prom act	FLuc counter	RORgamma inh	MBNL1-CUG inh
CC1CC(C)CN(CCCNC(=O)C2CCN(c3ncnc4c3sc3cccc(F)c34)CC2)C1 (stereo not given)	.	-5%	5%	.	?	-8%	4%	-1%	-3%	-3%	-10%
CCc1noc(C)c1C(=O)Nc1cccc(S(=O)(=O)N2CCCCCC2)c1	-1	-6%	4%	.	?	.	.	-7%	-1%	.	.
O=C(NCCCN1CCOCC1)c1ccc([N+](=O)[O-])cc1[N+](=O)[O-]	16	2%	1%	19%	-6%	-11%	-3%	10%	-1%	-18%	?
Cc1ccccc1CNC(=O)CCC(=O)N1CCOc2ccccc21	28	18%	4%	-23%	7%	0%	5%	-6%	-1%	-19%	-9%
CCN(CC1CCCN(CCc2cccc(OC)c2)C1)C(=O)c1ccc(COC)o1 (stereo not given)	-22	-6%	0%	.	1%	-2%	-1%	3%	3%	-24%	0%
COc1ccc(NC(=O)CCNS(=O)(=O)c2ccc3c(c2)c(=O)n(C)c(=O)n3C)cc1	18	7%	1%	-10%	19%	?	-18%	-5%	-2%	19%	-15%
O=C(COC(=O)c1ccc(O)cc1O)NCCN1C(=O)CSC1=O	18	2%	-4%	.	8%	23%	0%	-4%	-1%	24%	-12%
Cc1c(-c2ccccc2)oc2c(C(=O)OCC(=O)Nc3ccc(F)cc3)cccc2c1=O	-8	1%	?	-1%	10µM*	?	-1%	5%	-3%	-20%	-2%
CCSc1nc(N)c(C#N)c(-c2ccccc2Cl)c1C#N	5	-1%	2%	?	?	14%	-2%	-4%	-1%	7%	-2%
COc1ccc(C(=O)N/C(=C\c2cn(C)c3ccccc23)C(=O)NCCCN2CCOCC2)cc1	-13	2%	0%	.	14%	-6%	.	-12%	2%	2%	?
COc1ccc(CN2CC(C(=O)NCCCN3CCCC(C)C3)CC2=O)cc1 (stereo not given)	49	0%	-3%	0%	5%	-1%	.	0%	-1%	-23%	-3%
CCNC(=O)Cn1cc(C#N)c2ccccc21	15	-1%	0%	15%	11%	-5%	17%	0%	-14%	-22%	-14%
CCC1(c2ccc(F)cc2)NC(=O)N(CC(=O)NCc2ccc(C)cc2)C1=O (stereo not given)	5	-5%	0%	-23%	-3%	3%	.	-1%	0%	9%	-4%
C=CCn1c(Cc2c[nH]c3ccccc23)nnc1SCC(=O)NCc1ccccc1	-20	-8%	-1%	5%	0%	0%	-12%	1%	3%	17%	-10%
Cc1ccc(C)c(S(=O)(=O)N2CCN(C(=O)[C@@H]3CCCN3C(=O)c3cccs3)CC2)c1	-2	-4%	-4%	.	?	.	.	-1%	4%	.	.
Cc1cc(C)nc(NS(=O)(=O)c2ccc(NC(=O)Cc3ccccc3F)cc2)n1	5	0%	5%	.	-7%	8%	.	0%	1%	1%	5%
COC(C[C@@H](O)C[C@@H](O)COCc1ccccc1)OC	-5	-3%	8%	.	-4%	-11%	3%	0%	-1%	0%	-1%
CC(=O)Nc1cccc(NC(=O)c2ccc(COc3ccccc3)cc2)c1	-14	2.8µM*	13%	-6%	?	-22%	.	2.8µM*	2.1µM*	-18%	7%
Nc1nc(SCC(=O)N2CCN(c3ccc(F)cc3)CC2)n[nH]1	-4	-4%	-4%	.	18%	.	.	0%	-1%	.	.
CCOC(=O)C1=C(C)Nc2nc3ccccc3n2C1c1ccc(O)cc1 (stereo not given)	-4	-1%	-4%	.	-11%	-11%	-2%	-3%	-2%	-5%	1%
COCC(=O)NC(c1ccccc1)c1ccccc1	-18	1%	1%	0%	4%	6%	0%	-2%	4%	-4%	6%
Cc1nc2c(C(=O)NCc3ccccc3)c[nH]n2c(=O)c1Cl	-19	12%	2%	?	11%	-9%	1%	-5%	-12%	9%	-7%
C/C(=N\NS(=O)(=O)c1ccc([N+](=O)[O-])cc1)c1cccs1	4	3%	-13%	?	-18%	-12%	18%	1%	?	14%	?
CCN(CC)c1nc(-c2ccccc2)nc2ccccc12	-40	-8%	-6%	16%	?	3%	-11%[11.5 µM]	-1%	-3%	-4%	0%
N=C(N)SCCc1cnc[nH]1	3	9%[46.1 µM]	-9%&-14%	6%	16%	-15%	.	13%[46.1 µM]	1%	5%	.
O=S(=O)(c1ccc(Cl)cc1)N1CCc2ccccc21	-12	-2%	-1%	?	6%	4%	1%	-3%	2%	200%	12%
O=C(N/N=C/c1cccc(OCc2ccccc2)c1)c1ccc(Br)cc1	-22	6%	0%	?	?	?	-3%	3%	-9%	?	-5%
FC(F)(F)c1nnc2c(Sc3ccc(Cl)cc3)nc3ccccc3n12	1	-16%	1%	?	-26%	3%	-4%	-20%	6%	0%	-1%
O=C1NC(=O)/C(=C/c2ccccc2Oc2ccc(Cl)cc2)S1	-2	2%	-9%	?	5%	-1%[0.365 µM]	5%	-3%	13%	19%	-2%
C=CCN=C1NN=C(c2ccc3c(c2)OCCO3)CS1	-14	0.45µM*	-6%	-10%	?	5.6µM*	-9%	1µM*	0.67µM*	4.5µM*	6%
Cc1ccc(S(=O)(=O)Nc2cc3c4c(c2)C(C)C(=O)N4CCC3)cc1 (stereo not given)	-20	-1%	13%	.	10%	.	.	0%	-1%	.	.
CN1CCN(c2ccncc2S(=O)(=O)N2CCCCC2)CC1	11	18%	1%	1%	15%	0%	-1%	-3%	-1%	-28%	-16%
CCOc1ccc(NS(=O)(=O)c2ccc3[nH]cc(C(=O)NCC4CCCO4)c(=O)c3c2)cc1 (stereo not given)	-12	-3%	0%	7%	-5%	0%	-6%	?	27µM*!	2%	-8%
CC(=O)c1c(C)[nH]c(C(=O)N2c3ccccc3CC2C)c1C (stereo not given)	-2	9%	4%	-1%[11.7 µM]	?	2%	0%	0%	4%	1%	-1%
CCN(CC)S(=O)(=O)c1cccc(NC(=O)CCNC(=O)c2ccc([N+](=O)[O-])cc2)c1	-13	-4%	5%	.	1%	10%	10%	3%	5%	-18%	?
O=S(=O)(Nc1ccc(N2CCOCC2)cc1)c1c(F)cc(F)cc1Br	11	-3%	1%	?	1%	1%	.	17%	0%	29%	5%
CC(=O)Nc1ccc(NC(=O)C(C)OC(=O)CCCN2C(=O)c3cccc4cccc(c34)C2=O)cc1 (stereo not given)	-6	4%	-7%	.	?	.	.	-3%	0%	.	.
CCc1ccccc1NC(=O)C1CCCN(c2ncccn2)C1 (stereo not given)	-1	1%	8%	1%	-13%	-9%	-9%	1%	0%	-7%	1%
CCOc1ccc(NC(=O)C(=O)NCCCn2ccnc2)cc1	5	4%	0%	6%	-1%	-12%	-8%	-4%	2%	0%	-2%
CN1C(=O)C(CC(=O)Nc2ccc(F)cc2)N(NC(=O)c2cccc(F)c2)C1=S (stereo not given)	6	-3%	-6%	.	-4%	8%	1%	-1%	2%	-5%	-16%
COc1ccc(OCC(=O)Nc2ccc(NC(=O)c3ccccc3Cl)c(OC)c2)cc1	-2	-3%	3%	.	-4%	4%	8%	-9%	1%	-1%	-5%
COc1ccc(NC(C)C(=O)Nc2ccc(C(C)(C)C)cc2)cc1Cl (stereo not given)	-10	-5%	22%	.	16%	?	-1%	-1%	?	?	-3%
O=C(COC(=O)Cc1cccc(C(F)(F)F)c1)NC1CC1	-34	1%	-1%	18%	2%	-4%	-1%	0%	3%	1%	.
CCOC(=O)N1CCN(c2ncnc3c2[nH]c2ccc(F)cc23)CC1	2	-11%	6%	-19%	12µM*	7.1µM*	4%	-7%	-1%	?	-9%
COc1cc(O)c(C(CCN2CCCC2)c2cc(OC)c(OC)c(OC)c2)c(OC)c1 (stereo not given)	-7	-9%	18%	-22%	?	1%&-5%	-3%	-9%	1%	-2%&-12%	-1%

These rows are one share of the data; count on the stated rates, not on these rows.
